# Rin1 Abl inh = blocks binding of human Rin1 to Abl | P00519+Q13671 | TR-FRET Rin1/Abl binding, biochemical | inhibition, % at 7.35 µM | 360,000 tested, 0.4% active | AID 588664; in the data active means inhibition above about 5%, passing the limit was not always enough
# MsrA inh = bovine MsrA inhibition; purified bovine MsrA, absorbance read-out; inhibition, % at 15.5 µM; 360,000 tested, 0.75% active; AID 651718; in the data active means inhibition above about 4.5%;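 further: 0% = vehicle wells with enzyme and 100% = reference inhibitor wells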
# FAS-TE inh = FAS thioesterase (human) inhibition | P49327 | recombinant FAS-TE, OMFH fluorogenic substrate, fluorescence endpoint | inhibition, % at 15 µM | 360,000 tested, 0.67% active | AID 602261;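 active means compounds whose normalised, plate-corrected inhibition of enzyme fluorescence in the single-dose primary screen is 50% or more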;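 further: 0% = DMSO with enzyme and 100% = substrate without enzyme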
# CSN inh = blocks human CSN-mediated cullin deneddylation | Purified CSN, SCF-Nedd8-OG deneddylation, fluorescence polarization | 360,000 tested, 0.38% active | inhibition, % at 12.5 µM;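 active means pattern-corrected inhibition above about 35%, with an unprinted fluorescence ratio check between 0.5 and 1.5, limit read from the data, passing the limit was not always enough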;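 further: 0% = enzyme with substrate and 100% = substrate without enzyme; some results filed as inactive read as strong as hits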
# Target sequence (Q92905 whole entry, looked up, one chain of several): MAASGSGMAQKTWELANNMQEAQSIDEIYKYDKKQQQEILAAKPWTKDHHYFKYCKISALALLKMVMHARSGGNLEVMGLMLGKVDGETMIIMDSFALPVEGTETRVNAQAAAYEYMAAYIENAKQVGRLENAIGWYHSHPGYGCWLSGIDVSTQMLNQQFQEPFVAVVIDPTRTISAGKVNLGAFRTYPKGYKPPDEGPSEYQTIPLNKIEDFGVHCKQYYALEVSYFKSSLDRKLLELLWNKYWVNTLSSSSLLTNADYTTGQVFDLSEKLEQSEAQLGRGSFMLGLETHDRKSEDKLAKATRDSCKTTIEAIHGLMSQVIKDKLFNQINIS
#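 Schedule: reaction 90 min, room temperature / Assay system: HEK293T-derived human Csn5 enzyme / Input: Csn5 at 0.24 nM final / Measure: inhibition of Csn5 cleavage, % / Control set: substrate-only high control, full reaction low control / Technique: fluorescence polarization of the substrate / Buffer or medium: Tris/NaCl/DTT buffer, pH 7.5 / Reagent: SCFSkp2-Nedd8OG substrate at 10 nM final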
# eLon inh = E. coli protease La inhibition; P0A9M0; purified E. coli Lon protease, fluorescence polarization; inhibition, % at 7.94 µM; 360,000 tested, 0.42% active; in the data active means inhibition above about 13%, passing the limit was not always enough;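 further: 0% = enzyme with probe and DMSO and 100% = no enzyme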
# Target sequence (P0A9M0 whole entry, looked up): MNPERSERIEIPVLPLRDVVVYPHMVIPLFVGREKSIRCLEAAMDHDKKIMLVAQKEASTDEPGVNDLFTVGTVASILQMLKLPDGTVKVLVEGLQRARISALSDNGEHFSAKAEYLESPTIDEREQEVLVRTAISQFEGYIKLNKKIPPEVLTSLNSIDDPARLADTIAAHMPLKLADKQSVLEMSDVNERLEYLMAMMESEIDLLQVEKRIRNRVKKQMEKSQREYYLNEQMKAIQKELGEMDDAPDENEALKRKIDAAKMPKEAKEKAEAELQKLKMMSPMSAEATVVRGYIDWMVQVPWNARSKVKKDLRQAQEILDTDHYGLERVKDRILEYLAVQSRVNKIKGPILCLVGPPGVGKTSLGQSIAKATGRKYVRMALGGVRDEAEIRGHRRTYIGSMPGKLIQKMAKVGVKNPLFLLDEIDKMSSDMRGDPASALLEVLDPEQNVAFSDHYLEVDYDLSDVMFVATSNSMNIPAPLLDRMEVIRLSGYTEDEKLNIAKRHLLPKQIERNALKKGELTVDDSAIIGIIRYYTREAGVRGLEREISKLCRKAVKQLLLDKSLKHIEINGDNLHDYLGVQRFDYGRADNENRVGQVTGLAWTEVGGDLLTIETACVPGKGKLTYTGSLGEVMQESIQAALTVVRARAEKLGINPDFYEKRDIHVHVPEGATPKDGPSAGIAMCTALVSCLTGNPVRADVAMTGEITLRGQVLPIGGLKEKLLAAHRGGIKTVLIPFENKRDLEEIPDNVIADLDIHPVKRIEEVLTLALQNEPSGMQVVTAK
# bovine MsrA act = activates bovine MsrA enzyme. activation, % at 10.6 µM. 360,000 tested, 0.3% active. AID 602163. purified bovine MsrA, absorbance read-out; in the data active means activation above about 7.5%;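 further: 0% = vehicle and 100% = reference activator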
# Rpn11 inh = inhibitors of human proteasome Rpn11. 360,000 tested, 0.59% active. AID 588493. calls only at 20 µM. human 26S proteasome, Ub4-pepOG fluorescence polarization; 20S core pre-blocked with epoxomicin. O00487;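 active means inhibition at 20 µM, scaled to each plate's controls, above about 33%, limit read from the data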
# MT1-MMP act inh = blocks activation of human MT1-MMP; 360,000 tested, 0.061% active; HT1080 RFP-PRO-GFP cells, GFP/RFP ratio fluorescence, overnight; percent of plate control window, DMSO zero; AID 651647; GFP/RFP ratio change, % at 20 µM;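 active means GFP/RFP ratio change of at least 30% with cell ATP level not reduced by more than half and red fluorescence within 50% of control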; further: strong numbers were not always called active
#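 Test system: HT1080 RFP-PRO-GFP cells; Benchmarks: DMSO and RFP-L50D-GFP cell wells; Timing: cells overnight before dosing, compound overnight, 37 °C, 5% CO2; Compound: one 20 µM compound dose with 1% DMSO; Read-out: GFP/RFP fluorescence ratio.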
# PABP1 MLLE inh = inhibitors of microRNA-mediated deadenylation, human PABP1 MLLE binding; P11940; inhibition, % at 20 µM; AID 588489; GST-MLLE / FITC-PAM2 fluorescence polarization; 360,000 tested, 0.36% active; in the data active means inhibition above about 35%, passing the limit was not always enough;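 further: plate controls were DMSO wells with GST-MLLE for no effect and wells lacking GST-MLLE protein for full effect; some results filed as inactive read as strong as hits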
# Numbers without * were called inactive; i = inactive; . = not tested or not shown.
SMILES,Rin1 Abl inh,MsrA inh,FAS-TE inh,CSN inh,eLon inh,bovine MsrA act,Rpn11 inh,MT1-MMP act inh,PABP1 MLLE inh
Cc1ccc(S(=O)(=O)N2CCCCC2)cc1C(=O)NC1CC(C)(C)NC(C)(C)C1,1,-0.5,-4,6,-12,0,i,3,-6
O=C(Nc1ccccc1F)c1ccccc1-c1ccccc1,-2,-0.7,-4,-1,-5,-2,i,-2,1
NC1=NC(c2ccccc2)CC(=O)N1 (stereo not given),5,1.3,-7,-1,-3,1,i,-3,4
COc1ccc(OC)c(NC(=O)C2CCN(c3ncccn3)CC2)c1,-3,0.3,-3,1,0,0,i,3,-8
CN(/N=C/c1ccc(Br)o1)C1=NS(=O)(=O)c2ccccc21,0,3.0,-4,1,0,-2,i,-8,-5
CCc1nnc(N/N=C/c2ccc(-c3ccc([N+](=O)[O-])cc3)o2)n1N,-3,1.1,6,-1,-6,8.4*,i,-4,-87
CS(=O)(=O)N(CC(=O)NCc1ccncc1)c1ccc(F)c(Cl)c1,1,0.3,2,-15,-4,-12,i,2,9
COC(=O)c1cc(S(=O)(=O)N2CCN(c3cccc(C)c3)C(C)C2)c[nH]1 (stereo not given),-4,-2.0,8,-3,-1,-2,i,0,-1
CCOc1ccc(OCC)c(NC(=O)C2CCCN(S(=O)(=O)c3c(C)noc3C)C2)c1 (stereo not given),-2,-0.1,-6,1,-9,-2,i,0,-3
O=C(c1ccc(Cl)cc1)N1CCCC(C(=O)N2CCCCC2)C1 (stereo not given),2,0.0,-4,2,3,-9,i,-3,6
CC1Oc2ccccc2OC1(O)c1ccc2ccccc2n1 (stereo not given),-3,-0.4,2,1,4,-5,i,1,7
CCOC(=O)CSc1cc(=O)n(C)c2cc(Cl)ccc12,-58,1.7,4,-6,1,-5,i,3,8
CCN1CCN(c2cc(SC(C)C)nc(-c3ccc(OC)cc3)n2)CC1,-2,0.5,13,-4,-7,6,i,-5,0
CCCN(c1ccccc1F)S(=O)(=O)c1cc(-c2cc(C)no2)ccc1OC,5,-0.1,34,-1,-2,-3,i,-2,7
COC(=O)c1nc2n(n1)C(c1ccc(OC)c(OC)c1)C(C(=O)OC1CCCCC1)=C(C)N2 (stereo not given),-1,-0.3,-1,2,3,0,i,0,0

# 3 compounds already listed, arranged by SMILES length, smallest number first.
SMILES,Rin1 Abl inh,MsrA inh,FAS-TE inh,CSN inh,eLon inh,bovine MsrA act,Rpn11 inh,MT1-MMP act inh,PABP1 MLLE inh
NC1=NC(c2ccccc2)CC(=O)N1 (stereo not given),5,1.3,-7,-1,-3,1,i,-3,4
O=C(c1ccc(Cl)cc1)N1CCCC(C(=O)N2CCCCC2)C1 (stereo not given),2,0.0,-4,2,3,-9,i,-3,6
CCc1nnc(N/N=C/c2ccc(-c3ccc([N+](=O)[O-])cc3)o2)n1N,-3,1.1,6,-1,-6,8.4*,i,-4,-87

# The list goes on.
SMILES,Rin1 Abl inh,MsrA inh,FAS-TE inh,CSN inh,eLon inh,bovine MsrA act,Rpn11 inh,MT1-MMP act inh,PABP1 MLLE inh
Cc1ccc2oc3nc(C)c(C(=O)Nc4cccc(C(F)(F)F)c4)cc3c(=O)c2c1,-1,.,0,-1,-8,-3,i,3,4
Nc1ccccc1-c1ccn[nH]1,-3,0.8,-9,7,-8,0,i,2,-2
C/C(=N/NC(=O)CN1CCN(Cc2ccccc2Cl)CC1)c1ccncc1,2,-0.8,-9,-1,-8,-1,i,1,-6
COc1ccccc1C1=NOC(C)(c2sc(-c3ccccc3)nc2C)C1 (stereo not given),1,-0.3,6,0,-11,-2,i,1,-7
CC(=O)c1c(C)[nH]c(C(=O)OCC(=O)NCCc2ccc(F)cc2)c1C,7,-0.4,0,-2,-14,-1,i,5,-5
COc1cccc(C(=O)C[n+]2ccccc2/C=N/O)c1,0,-0.4,-6,2,-4,-2,i,-4,-3
c1ccc2c(c1)CCN(c1nc(CN3CCOCC3)nc3sc4c(c13)CCCC4)C2,1,0.5,12,-5,-9,-5,i,-6,-11
CCN1CCN(S(=O)(=O)c2ccc(Cl)c(C(=O)Nc3nnc(CC(C)C)s3)c2)CC1,-4,-1.3,-4,0,-3,2,i,-2,2
CCOC(=O)/C(C(=O)Nc1ccc(Br)cc1)=C1/NC(C)(C)Cc2ccccc21,1,0.4,24,-6,-1,-6,i,2,-2
O=C(O)CC/C(=N\Nc1ccc([N+](=O)[O-])cc1)c1ccccc1,0,1.5,14,4,-37,-2,i,-3,-68
CC(=O)c1sc(N/N=C2\CC3CC2C(C)C3(C)C)nc1C (stereo not given),3,3.4,6,-6,-13,-3,i,1,-21
COC(=O)c1sccc1NC(=S)Nc1cc(C)cc(C)c1,-8,0.9,-7,1,-1,-3,i,5,38*
C=CCNC(=S)N1CCN(CCN=CC2=C(O)CC(c3ccco3)CC2=O)CC1 (stereo not given),-3,0.6,-8,-5,-1,-4,i,-2,-90
CCOC(=O)/C=C1\SC(C)C(=O)N1CC(=O)N(CCC#N)c1ccccc1 (stereo not given),6,1.1,-7,2,-6,-7,i,3,7
CN(Cc1cccc(F)c1)C(=O)c1ccc(S(=O)(=O)C(F)F)cc1,-6,-0.4,-4,2,1,-3,i,4,-2
Fc1ccc2c(c1)[C@H]1OCC[C@H]1[C@@H](c1ccco1)N2,-4,1.2,-6,4,-11,-5,i,3,-19
Cc1cc(Cl)ccc1NC(=O)CN1CCN(C(=O)c2ccco2)CC1,3,0.2,-6,-2,5,-8,i,-4,2
COc1ccc(CNc2nc3ccccc3n2CCN2CCOCC2)cc1,0,-1.2,-7,1,-8,-2,i,-8,17
COC(=O)c1scc(C)c1NC(=O)c1cccc(C#N)c1,0,.,-1,0,0,-2,i,-1,9
COc1ccc(C)cc1N(CC(=O)NCCSCc1ccco1)S(=O)(=O)c1ccc(C)cc1,0,-0.9,12,0,6,-2,i,-6,23
CCCCOc1ccc(NC(=O)Cn2c(=O)ccc3c(C)cc(C)nc32)cc1,-1,-0.2,0,0,-10,-5,i,-10,6
O=C(Nc1ccc(Cl)c(C(F)(F)F)c1)[C@@H]1CC=C[C@@H]2CCN(C3CC3)C(=O)[C@@H]21,4,0.4,17,-1,-1,0,i,-3,-2
COc1ccc(-n2c(SC3CCOC3=O)nc3ccccc3c2=O)cc1OC (stereo not given),4,0.5,-7,5,-6,-8,i,7,-13
O=C(NCc1ccccc1)c1cc2ccccc2o1,1,1.1,-1,2,1,0,i,2,8
COc1ccccc1CN1CC(C(=O)NCc2c(F)ccc(C)c2F)CCC1=O (stereo not given),0,0.9,-4,2,-1,-7,i,5,-10
O=C(Nc1cccc(Cl)c1)NC1CCCCC1,-3,-1.1,3,-1,0,2,i,0,3
COc1ccc(C)cc1NC(=O)CSc1nnc(-c2ccc(Br)cc2)o1,-2,-0.3,21,-5,-6,-1,i,3,-70
Cc1ccc(NS(=O)(=O)c2cccc(C(=O)NC3CC3)c2)c(C)c1,3,-0.9,-5,-1,-4,-6,i,1,8
CC(=O)C1=C(c2ccccc2)OC(N)=C(C#N)C1c1ccccc1F (stereo not given),-1,-0.1,4,-17,-12,-3,i,-4,1
CCOC(=O)N1CCN(C(=O)c2ccc(CS(=O)c3cccc(C)c3)o2)CC1 (stereo not given),-3,-0.8,-6,0,-4,-2,i,2,2
CN(C)C1=NC[C@H](Cc2ccccc2)N1CC1CCCCC1,3,-0.1,-8,-2,-19,-10,i,1,-5
O=C(NCc1ccc(Cl)cc1)c1nccnc1CO,-1,0.8,-8,6,0,-1,i,-3,5
O=C(/C=C/c1cccc([N+](=O)[O-])c1)c1cccs1,0,3.7,2,17,-11,-5,i,-9,9
CCCCCCCCCC(=O)NNC(=O)c1c(O)c2ccccc2n(CC)c1=O,4,1.1,2,-1,-6,1,i,-1,-5
CCc1cc(=O)oc2c3c(cc(OCC(=O)N[C@H](C(=O)O)[C@H](C)CC)c12)OC(C)(C)CC3,-3,2.5,0,-3,-12,-5,i,4,4
CCOC(=O)CCNC(=O)N1CCCC(Cc2ccccc2)(C(=O)OCC)C1 (stereo not given),3,0.9,-6,0,-4,-13,i,7,-17
Cn1ncc(C#N)c1/N=C/N1CCCCC1,3,-0.8,-19,-1,2,-13,i,-5,-9
COCCSc1nnc(NC(=O)c2ccc(NC(=O)C(C)C)cc2)s1,2,0.8,-4,-6,-3,-4,i,3,-6
Cc1nc(N)c2c(Cc3cccc4ccccc34)nn(C(C)(C)C)c2n1,-6,0.2,9,0,4,-2,i,-3,5
Cc1noc(C)c1C(=O)OCC(=O)NC(=O)NC12CC3CC(CC(C3)C1)C2,1,0.7,6,-1,9,0,i,-3,-17
O=S(=O)(c1cc(Br)c(Cl)s1)N1CCCC1,0,1.4,16,-4,-4,2,i,-3,-2
Nc1c(S(=O)(=O)c2cccs2)c2nc3ccccc3nc2n1/N=C/c1cccc(O)c1,2,0.2,20,4,-6,-7,i,-1,-1
CC1CC(=O)N(CC(=O)Nc2ccc(F)cc2F)c2ccccc2S1(=O)=O (stereo not given),2,0.8,-2,-1,3,-1,i,3,-3
CC(C)C[C@H]1COc2cc(N3CCN(Cc4ccccc4F)CC3)ccc2S(=O)(=O)N1,.,1.5,15,5,-4,-11,.,5,.
COc1cc(/C=N\Nc2nc3ccccc3o2)cc(OC)c1OC,0,5.2*,4,3,0,-4,i,16,-17
COc1ccc(NC(=O)CSc2nnc(C3CCCCC3)n2N)cc1,0,-0.6,-8,3,5,-3,i,1,-13
CC(OC(=O)CCC(=O)c1cccs1)C(=O)Nc1ccc(Cl)cn1 (stereo not given),6,0.4,-6,-4,5,-1,i,-1,-5
CN(N=O)c1ccc(CC2CCc3ccccc32)cc1 (stereo not given),2,0.1,23,0,-3,-5,i,3,7
O=C(NCc1ccccc1)c1cc[n+]([O-])cc1,2,-1.0,-3,0,3,-6,i,2,-5
CC(C)(C)c1cc[n+](CC(=O)Nc2cc(C(F)(F)F)ccc2N2CCOCC2)cc1,5,0.1,2,2,-7,2,i,0,2
Cc1nn(-c2ccc(C(=O)N3CCN(S(=O)(=O)c4ccccc4C(F)(F)F)CC3)cc2)c(C)c1Cl,2,-1.7,15,-3,-16,-7,i,-2,10
CCn1cc(C2=NOC(C(=O)Nc3cccc(C(C)=O)c3)C2)c(C)n1 (stereo not given),6,0.6,-7,2,1,-7,i,4,-7
Cc1ccc(C(=O)Nc2c(C)cc(-c3ccc(Cl)cc3)oc2=O)cc1,0,1.7,-4,-3,-11,-10,i,1,10
Cc1ccnc(NC(=O)CCC(=O)N(CC(=O)NCCc2ccccc2)c2ccccc2F)c1,0,0.3,-6,5,-9,-1,i,-3,-16
CC(C)CN(CC(C)C)C1=N/C(=C\c2ccco2)C(=O)N1c1ccccc1,4,-0.8,19,39*,-19,-7,i,-16,-50
Cc1noc(NS(=O)(=O)c2ccc(NC(=O)c3oc4ccc(Cl)cc4c3C)cc2)c1C,-2,1.0,-2,-4,-6,-5,i,3,-7
Cc1[nH]c2ccccc2c(=O)c1SC(F)(F)C(F)C(F)(F)F (stereo not given),-2,0.3,0,-1,-1,2,i,-2,-1
CN(C(=O)c1ccccc1Cl)C1CCCCC1,-4,-0.7,-5,3,3,6,i,2,9
O=C(NC(=S)NCC1CCCO1)c1ccc([N+](=O)[O-])cc1 (stereo not given),-3,-1.0,2,-3,-3,4,i,5,15
Cc1ccc(NC(=O)NC(=O)c2ccccc2)cc1F,1,.,-3,-3,-1,-1,i,1,12
